Compound activity (PubChem BioAssay)
VIM-2 inhibitor: blocks Pseudomonas aeruginosa VIM-2 metallo-beta-lactamase; inhibition, % at 5.6 µM; AID 1527; 0.89% of 290,000 active; purified VIM-2, nitrocefin hydrolysis, epi-absorbance fluorescence;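 active means inhibition above the mean of all tested compounds plus 3 SD, cutoff set per screening run, cut at about 7.5% in these data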;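 further: red hydrolysis product quenches plate fluorescence so inhibitors raise well fluorescence; 0% = enzyme with DMSO and 100% = DMSO without enzyme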
IDE inh: cellular human IDE inhibition | P14735 | HEK cells, FAbetaB cleavage, fluorescence polarization | inhibition, % at 5.59 µM | 0.41% of 320,000 active;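 active means percent inhibition above the average of all tested compounds plus 3 SD, set per screening campaign, cut at about 16% in these data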;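 further: IDE supplied by intact live HEK cells; FP after avidin binding of uncleaved biotin substrate so inhibition keeps polarization high; 0% = DMSO wells and 100% = 60 µM reference IDE inhibitor Ii1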
M18AAP inhibitor: PfM18AAP enzyme inhibition; AID 1822; 1.2% of 290,000 active; inhibition, % at 7.35 µM; recombinant PfM18AAP, H-Glu-NHMec fluorogenic cleavage;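 active means inhibition above the campaign mean inhibition over all tested compounds plus 3 SD, cut at about 28% in these data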;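 further: 0% = plate median of test compound wells and 100% = 2 mM ZnCl2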
HCV NS3 hel inh: HCV NS3 helicase inhibition. NS3 helicase DNA unwinding, Cy5 molecular beacon fluorescence. inhibition, % at 10.9 µM. 0.56% of 290,000 active;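 active means inhibition above the mean of all tested compounds plus 3 SD, set per campaign, cut at about 35% in these data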;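 further: 0% = DMSO wells and 100% = thioflavine S control wells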
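System: Hepatitis C virus NS3 helicase domain fragment enzyme | Reagent: Annealed dual-labelled DNA beacon duplex, ATP-started | Compound dosing: 10.9 µM single point, 0.8% DMSO | Incubation: 1 h reaction at 25 °C, ATP-initiated | Technique: Cy5 fluorescence | Evaluation: Percent inhibition from t60/t0 fluorescence ratio | Benchmarks: Low DMSO, high thioflavine S at 110 µM | Replication: Singlicate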
IDE cell activ: boosts human insulin-degrading enzyme activity in HEK cells; P14735; FAbeta-B cleavage, fluorescence polarization; 0% vehicle, 100% cell-free pure enzyme wells; activation, % at 5.96 µM; 0.073% of 340,000 active; AID 493087;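 active means activation above the mean of all tested compounds plus 3 SD, set per screening campaign, cut at about 17% in these data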
DNA FID counter: fluorescent intercalator displacement, NS3 helicase counter-screen; DNA fluorescent intercalator displacement, fluorescence; inhibition, % at 7.9 µM; 0.17% of 290,000 active; in the data active means inhibition above about 37%;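 further: 0% = vehicle and 100% = reference compound; higher means more ethidium bromide displaced from hairpin DNA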
UBC9 SUMO inh: inhibitors of human SUMOylation (UBC9); P63279; 0.36% of 290,000 active; inhibition, % at 35 µM; HTRF SUMOylation assay, SAE1/SAE2 + UBC9, in vitro; AID 2006; in the data active means inhibition above about 50%, passing the limit was not always enough; further: strong numbers were not always called active
Target sequence (P63279 whole entry, looked up): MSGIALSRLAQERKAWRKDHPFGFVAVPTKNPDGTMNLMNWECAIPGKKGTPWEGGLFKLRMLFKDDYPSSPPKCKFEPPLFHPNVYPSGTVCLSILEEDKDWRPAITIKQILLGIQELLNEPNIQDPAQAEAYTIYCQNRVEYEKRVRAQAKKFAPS
IMP-1 inhibitor: inhibitors of Pseudomonas aeruginosa IMP-1 metallo-beta-lactamase; AID 1556; inhibition, % at 5.6 µM; purified IMP-1, nitrocefin hydrolysis, epi-absorbance fluorescence; 0.45% of 290,000 active;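 active means inhibition above the mean plus 3 SD of all compounds in the same screening run, cut at about 4.5% in these data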;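 further: 0% = IMP-1 with DMSO and 100% = DMSO wells lacking enzyme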
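System: Purified IMP-1 | Read-out basis: Percent enzyme inhibition | Controls: IMP-1 with DMSO as 0%, enzyme-free DMSO as 100% | Replicates: One well per compound | Doses: 5.6 µM nominal single concentration | Detection: Epi-absorbance fluorescence, 480 nm excitation, 530 nm emission | Incubation: 25 °C, 15 min preincubation, 25 min reaction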
pCIP destab: lowers stability of the mouse p/CIP coactivator protein. Q05BA5. F442A p/CIP-EGFP cells, EGFP fluorescence, 16 h. decrease of EGFP signal, % at 10 µM. 0.01% of 290,000 active. AID 1984;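 active means EGFP signal decrease of at least 30% at 10 µM or well 3 SD below plate mean, unless failing retest; inactive means the rest, including hits failing retest or dose response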; further: some compounds called inactive have numbers as strong as hits; many of its hits are not listed in these tables
* = called active by the depositor; nt = not tested or not shown. Compounds were not picked by outcome; 3.6% or so of the library scored in one or more.

molecule	VIM-2 inhibitor	IDE inh	M18AAP inhibitor	HCV NS3 hel inh	IDE cell activ	DNA FID counter	UBC9 SUMO inh	IMP-1 inhibitor	pCIP destab
CCCCOC(=O)CSC1=C(C#N)C(c2ccccc2OCC)C(C#N)C(=O)N1 (stereo unspecified)	3.3	-3	6	20	1	-20	0	0.6	-16
CCc1cc(C(=O)Cc2nc3ccccc3[nH]2)c(O)cc1O	-2.7	5	4	-2	-2	3	8	-5.5	-2
CCOc1ccc(OCc2cccc(C(=O)N(CC)CC)c2)cc1	-1.3	-1	-4	2	-4	-28	-11	-2.8	-5
Nc1nc(Nc2ccccc2Br)nc(C(F)(F)F)n1	-2.9	4	1	-7	-2	1	-13	-2.9	4
COc1ccc(C2c3[nH]c4ccccc4c3C[C@H]3C(=O)N(CC(C)C)CC(=O)N23)c(OC)c1 (stereo partly specified)	-2.4	4	-12	-14	1	-32	8	-2.7	-2
CS(=O)(=O)N(CC(=O)N1CCN(Cc2ccccc2)CC1)c1cccc(F)c1	-1.5	-4	5	12	9	-16	8	1.2	3
Clc1cccc(Cc2nn[nH]n2)c1	-2.1	-2	3	-7	6	-2	-2	-1.9	5
c1ccc(CC(Nc2ccccn2)c2ccccc2)cc1 (stereo unspecified)	-2.9	2	-3	-28	2	6	2	0.2	9
Cn1c(-c2ccccc2)cnc1NCc1cc2c(cc1[N+](=O)[O-])OCO2	0.9	2	2	-5	-5	7	-16	-2.1	-2
C=CCOc1ccc(/C=C/C(=O)Nc2ccc(C(=O)NC)cc2)cc1	-0.1	10	-11	-17	1	-15	27	-3.9	1
Cc1cc(C(=O)Nc2c(C)nn(Cc3ccccc3)c2C)on1	-1.8	-5	0	-2	6	-3	-3	1.1	-11
CN(CCC1CCOCC1)C(=O)CC1C(=O)NCCN1Cc1cccc(F)c1 (stereo unspecified)	-2.7	2	7	-5	-1	-20	-1	-2.8	-11
COCCN(C(=O)c1snc(C(N)=O)c1N)C(C(=O)NC1CCCC1)c1cc(OC)c(OC)c(OC)c1 (stereo unspecified)	-1.6	0	2	-3	4	-28	-3	-2.9	-6
C=CCN1C=C2C(=O)C(C)(OC(=O)c3cccs3)C(=O)C=C2C=C1CCCC(=O)OC (stereo unspecified)	nt	-4	nt	nt	6	nt	7	nt	-8
CC1CCCC(C)N1CCCNC(=O)Cn1ncc2c3ccccc3n(C)c2c1=O (stereo unspecified)	1.5	-4	-1	-6	6	10	10	-0.9	0
O=C(CSC1=NCCS1)Nc1nc2ccccc2s1	-1.3	0	2	0	-6	1	6	-6.6	-18
Cc1[nH]c2ccccc2c1C(=O)/C=C/c1ccccc1	-1.8	-3	6	-4	4	-4	23	-1.1	0
COc1ccc(C2CC(c3ccccc3OC(C)=O)=NN2C(=O)/C=C/c2ccccc2)cc1OC (stereo unspecified)	0.3	0	3	-21	5	-26	-5	0.4	4
O=C(NCCCN1CCCCC1)C1CCN(c2ncnc3c2nc2n3CCCCC2)CC1	-0.2	3	0	7	0	10	5	-2.7	-5
Cc1ccccc1Nc1c(-c2ccccn2)nc2ccccn12	-1.1	13	1	-11	5	-9	-28	-4.4	-3

Reformatted: entries from further up.
Every second line gives: VIM-2 inhibitor	IDE inh	M18AAP inhibitor	HCV NS3 hel inh	IDE cell activ	DNA FID counter	UBC9 SUMO inh	IMP-1 inhibitor	pCIP destab
- COc1ccc(C2c3[nH]c4ccccc4c3C[C@H]3C(=O)N(CC(C)C)CC(=O)N23)c(OC)c1 (stereo partly specified)
→ -2.4	4	-12	-14	1	-32	8	-2.7	-2
- CS(=O)(=O)N(CC(=O)N1CCN(Cc2ccccc2)CC1)c1cccc(F)c1
→ -1.5	-4	5	12	9	-16	8	1.2	3
- Clc1cccc(Cc2nn[nH]n2)c1
→ -2.1	-2	3	-7	6	-2	-2	-1.9	5
- c1ccc(CC(Nc2ccccn2)c2ccccc2)cc1 (stereo unspecified)
→ -2.9	2	-3	-28	2	6	2	0.2	9
- Cn1c(-c2ccccc2)cnc1NCc1cc2c(cc1[N+](=O)[O-])OCO2
→ 0.9	2	2	-5	-5	7	-16	-2.1	-2
- C=CCOc1ccc(/C=C/C(=O)Nc2ccc(C(=O)NC)cc2)cc1
→ -0.1	10	-11	-17	1	-15	27	-3.9	1
- Cc1cc(C(=O)Nc2c(C)nn(Cc3ccccc3)c2C)on1
→ -1.8	-5	0	-2	6	-3	-3	1.1	-11
- CN(CCC1CCOCC1)C(=O)CC1C(=O)NCCN1Cc1cccc(F)c1 (stereo unspecified)
→ -2.7	2	7	-5	-1	-20	-1	-2.8	-11
- COCCN(C(=O)c1snc(C(N)=O)c1N)C(C(=O)NC1CCCC1)c1cc(OC)c(OC)c(OC)c1 (stereo unspecified)
→ -1.6	0	2	-3	4	-28	-3	-2.9	-6
- C=CCN1C=C2C(=O)C(C)(OC(=O)c3cccs3)C(=O)C=C2C=C1CCCC(=O)OC (stereo unspecified)
→ nt	-4	nt	nt	6	nt	7	nt	-8
- CC1CCCC(C)N1CCCNC(=O)Cn1ncc2c3ccccc3n(C)c2c1=O (stereo unspecified)
→ 1.5	-4	-1	-6	6	10	10	-0.9	0
- O=C(CSC1=NCCS1)Nc1nc2ccccc2s1
→ -1.3	0	2	0	-6	1	6	-6.6	-18
- Cc1[nH]c2ccccc2c1C(=O)/C=C/c1ccccc1
→ -1.8	-3	6	-4	4	-4	23	-1.1	0

(continued)
molecule	VIM-2 inhibitor	IDE inh	M18AAP inhibitor	HCV NS3 hel inh	IDE cell activ	DNA FID counter	UBC9 SUMO inh	IMP-1 inhibitor	pCIP destab
O=C(NCc1ccccc1)NS(=O)(=O)c1ccccc1Cl	-2.2	2	-4	2	0	-1	-15	-2.9	1
COc1ccc2c(c1)Cc1sc(NC(=O)c3cccs3)nc1-2	-0.3	11	4	2	-9	-6	82	3.6	-9
CC[C@H](C)[C@H](NC(N)=O)C(=O)NCCc1ccc(Cl)cc1Cl	-3.0	3	1	3	nt	-16	7	-3.0	-5
Cc1ccc(/C=C/C(=O)OC(C)C(=O)Nc2ccc(Cl)cn2)o1 (stereo unspecified)	0.1	2	-14	18	-3	-14	14	-3.1	-4
O=C(c1cccc(Cl)c1)N1CCN(Cc2ccncc2)CC1	-1.5	nt	-1	4	1	2	-20	-1.8	29*
CCc1ccc(Nc2nc3ccccc3c(=O)s2)cc1	0.4	4	-1	-4	3	-10	2	-0.3	-1
CC(c1ccco1)N(C(=O)c1cccc(Br)c1)c1ccccn1 (stereo unspecified)	-3.1	-2	15	9	-2	-28	-2	-1.3	-9
CCOc1ccc(-c2nnc(N3CCCCC3)c3ccccc23)cc1	-2.0	0	-27	0	4	-8	11	-2.0	8
CCOC(=O)Cc1csc(NC(=O)CSc2nc(-c3ccccc3)c(C#N)c(=O)[nH]2)n1	-1.3	5	-9	20	0	-22	5	-2.5	9
Cn1cc(C(=O)C(=O)NC2CCCCC2)c2ccccc21	-2.7	4	6	7	1	-17	-13	-1.7	12
COc1cccc(N(C(=O)Cn2nnc(-c3ccc(F)cc3)n2)C(C(=O)NCC2CCCO2)c2ccc(Cl)cc2)c1 (stereo unspecified)	-1.0	-1	-2	1	6	8	5	-3.3	-3
CC(C)/C=C/C(=O)N1CCC(N2CCC(C(=O)NCc3ccccn3)CC2)CC1	-3.1	6	12	11	4	-24	9	-1.0	-10
CSc1ccccc1NC(=O)C1CCCN(S(C)(=O)=O)C1 (stereo unspecified)	-1.6	-5	2	5	6	-1	10	-2.7	24
C=C1CCC[C@]2(C)C[C@H]3OC(=O)C(CN(Cc4ccc(OC)c(OC)c4)CC(C)O)[C@H]3CC12 (stereo partly specified)	-4.0	1	-1	4	-1	-13	-13	-5.3	4
COc1ccc(CNS(=O)(=O)c2ccc3oc(C(=O)O)c(C)c3c2)cc1	-1.8	-1	0	0	6	-4	-29	-3.4	12
O=C(NCc1cccs1)C1CCCN(C(=O)Nc2ccc(F)cc2)C1 (stereo unspecified)	-1.5	2	1	0	1	-7	-2	-2.8	-16
Cc1cnc(C(=O)Nc2ccc(C(=O)N3CCCCC3)cc2)cn1	-1.7	4	-1	-2	4	-18	19	-2.6	-3
COC(=O)c1cnc[nH]1	-5.1	4	1	-5	0	-4	-2	-4.1	-8
COC(=O)c1ccccc1COn1c(=O)c[n+]([O-])c2ccccc21	6.2	-6	1	2	-8	-3	12	-0.4	-19
CCCCSc1nnc(CSc2ncccn2)n1C	-1.6	6	-3	-8	1	-11	8	-3.0	2

Compound profiles, from the list above:
COc1ccc(CNS(=O)(=O)c2ccc3oc(C(=O)O)c(C)c3c2)cc1 in the list: VIM-2 inhibitor = -1.8; IDE inh = -1; M18AAP inhibitor = 0; HCV NS3 hel inh = 0; IDE cell activ = 6; DNA FID counter = -4; UBC9 SUMO inh = -29; IMP-1 inhibitor = -3.4; pCIP destab = 12
COC(=O)c1cnc[nH]1 in the list: VIM-2 inhibitor = -5.1; IDE inh = 4; M18AAP inhibitor = 1; HCV NS3 hel inh = -5; IDE cell activ = 0; DNA FID counter = -4; UBC9 SUMO inh = -2; IMP-1 inhibitor = -4.1; pCIP destab = -8

Going on with the list:
molecule	VIM-2 inhibitor	IDE inh	M18AAP inhibitor	HCV NS3 hel inh	IDE cell activ	DNA FID counter	UBC9 SUMO inh	IMP-1 inhibitor	pCIP destab
CSc1nnc(NC(=O)c2cc3ccccc3oc2=O)s1	-2.7	-1	-6	8	1	0	0	-3.7	-2
NC(=O)C(c1ncc(C(F)(F)F)cc1Cl)c1c(Cl)cccc1Cl (stereo unspecified)	2.9	4	-5	9	6	-8	-2	0.7	-8
Cc1ccccc1NC(=O)CN1C(=O)N/C(=C\c2cccn2-c2cccc(C(=O)O)c2)C1=O	-4.3	2	12	22	3	-27	24	-2.1	3
COC(=O)c1c(NC(=O)CSc2nnnn2C)sc(C)c1C	-2.1	-2	1	10	0	-6	23	-3.0	-9
CCOc1ccc(Br)cc1C(=O)Nc1ccc(C(=O)NCC(C)C)cc1	-0.1	15	-5	-9	-1	0	21	-0.2	-14
COc1ccccc1C(NC(C)=O)c1cc(Cl)c2cccnc2c1O (stereo unspecified)	-1.6	-6	-7	40*	5	-23	33	-3.6	-12
COc1ccc(Cc2nnc(N)s2)cc1OC	-2.0	-2	4	0	2	1	-28	-3.4	6
